HTR5A ag ctr: activates human HTR5A in OPRM1-OPRD1 agonist counter-screen | 340,000 compounds, 0.61% hits | AID 504692 | activation, % at 9.3 µM | HTR5A agonist assay, luminescence, cell-based | P47898; in the data active = activation mostly above about 9.5%, no sharp cut-off; inactive = mostly below about 7.6%;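 note: 0% = cells with vehicle only and 100% = reference agonist; strong numbers were not always called active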
Target sequence (P47898 whole entry, looked up): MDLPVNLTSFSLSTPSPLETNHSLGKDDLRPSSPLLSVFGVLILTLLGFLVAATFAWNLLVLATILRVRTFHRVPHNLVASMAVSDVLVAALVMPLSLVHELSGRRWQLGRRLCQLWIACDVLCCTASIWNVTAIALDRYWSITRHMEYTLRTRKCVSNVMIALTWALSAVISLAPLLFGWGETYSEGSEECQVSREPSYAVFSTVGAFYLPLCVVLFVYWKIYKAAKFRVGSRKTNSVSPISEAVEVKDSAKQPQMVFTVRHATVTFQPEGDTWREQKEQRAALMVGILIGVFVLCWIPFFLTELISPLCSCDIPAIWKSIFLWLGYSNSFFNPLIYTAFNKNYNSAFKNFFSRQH
MOR-DOR inv ag: inverse agonist of human OPRM1-OPRD1 heterodimerization. P35372+P41143. cell-based MOR-DOR heterodimer luminescence, inverse agonism. inhibition, % at 9.3 µM. 340,000 compounds, 0.21% hits. AID 504357; in the data active = inhibition above about 22%, passing the limit was not always enough;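 note: 0% = cells with DMSO and 100% = wells without cells with DMSO; values of inactives mirror those of a sister screen read the other way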
OPRM1-OPRD1 ag: agonists of human mu-delta opioid receptor heterodimerization | P35372+P41143 | cells, OPRM1-OPRD1 heterodimerization, luminescence | AID 504326 | activation, % at 9.3 µM | 340,000 compounds, 0.3% hits; in the data active = activation above about 18%;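 note: 0% = vehicle-treated cells and 100% = reference agonist; values of inactives mirror those of a sister screen read the other way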
cardiac RTF act: cardiac RTF calcium sensitization | IANBD-labeled TnC RTF fluorescence at EC20 calcium; 0% EC20 calcium, 100% full calcium | activation, % at 7.2 µM | 340,000 compounds, 0.24% hits;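 active = activation above the mean over all tested compounds plus 3 SD, cut at about 30% in these data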;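 note: rise in fluorescence read as greater calcium sensitivity of cardiac thin filaments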
CAL PDZ FP: CAL PDZ (human) peptide binding inhibition; purified CAL PDZ, TMR-peptide fluorescence polarization, 1 h; AID 602252; 300,000 compounds, 0.92% hits; inhibition, % at 24.9 µM;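 active = mean inhibition of at least 30% with at least half of replicates also reaching 30%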;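 note: 0% = DMSO neutral control and 100% = excess unlabeled competitor peptide PRC23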
V-ATPase pH: yeast V-ATPase proton transport regulation by pHLuorin. S. cerevisiae, pHLuorin cytosolic pH fluorescence. response, % at 10 µM. 350,000 compounds, 0.37% hits. AID 504577; in the data active = response mostly above about 7.3%, no sharp cut-off; inactive = mostly below about 5.4%; note: actives read high; inactives centre near 0; some compounds called inactive have numbers as strong as hits; reference of the scale not given here
HTR5A inv ag: counter-screen for OPRM1-OPRD1 inverse agonists: human HTR5A inverse agonism; 340,000 compounds, 0.083% hits; HTR5A cell line, luminescence; AID 504634; inhibition, % at 9.3 µM; P47898; in the data active = inhibition mostly above about 23%, no sharp cut-off; inactive = mostly below about 18%;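 note: 0% = cells with DMSO and 100% = no-cell wells with DMSO; some compounds called inactive have numbers as strong as hits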
LANA DNA inh: blocks KSHV LANA C-terminal domain binding to DNA. MBP-C-LANA/FAM-LBS DNA binding, fluorescence polarization. inhibition, % at 9 µM. AID 504423. 340,000 compounds, 0.078% hits;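 active = highest replicate inhibition at or above 60% at 9 µM, even if other replicates fall short; inactive = all replicates below 60% inhibition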;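 note: 0% = neutral control wells and 100% = 4 µM acridine orange control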
Keap1-Nrf2 PPI: Keap1-Nrf2 (human) interaction inhibition. Keap1 Kelch-Nrf2 peptide fluorescence polarization, 1536-well. inhibition, % at 9.4 µM. Q14145. 340,000 compounds, 0.15% hits; in the data active = inhibition above about 12%;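 note: human Keap1 Kelch domain with fluorescein labeled Nrf2 9mer peptide probe; 0% = neutral control wells and 100% = peptide positive control; higher means more block of Keap1 binding to Nrf2 peptide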
Target sequence (Q14145 whole entry, looked up, the tested form may be a part): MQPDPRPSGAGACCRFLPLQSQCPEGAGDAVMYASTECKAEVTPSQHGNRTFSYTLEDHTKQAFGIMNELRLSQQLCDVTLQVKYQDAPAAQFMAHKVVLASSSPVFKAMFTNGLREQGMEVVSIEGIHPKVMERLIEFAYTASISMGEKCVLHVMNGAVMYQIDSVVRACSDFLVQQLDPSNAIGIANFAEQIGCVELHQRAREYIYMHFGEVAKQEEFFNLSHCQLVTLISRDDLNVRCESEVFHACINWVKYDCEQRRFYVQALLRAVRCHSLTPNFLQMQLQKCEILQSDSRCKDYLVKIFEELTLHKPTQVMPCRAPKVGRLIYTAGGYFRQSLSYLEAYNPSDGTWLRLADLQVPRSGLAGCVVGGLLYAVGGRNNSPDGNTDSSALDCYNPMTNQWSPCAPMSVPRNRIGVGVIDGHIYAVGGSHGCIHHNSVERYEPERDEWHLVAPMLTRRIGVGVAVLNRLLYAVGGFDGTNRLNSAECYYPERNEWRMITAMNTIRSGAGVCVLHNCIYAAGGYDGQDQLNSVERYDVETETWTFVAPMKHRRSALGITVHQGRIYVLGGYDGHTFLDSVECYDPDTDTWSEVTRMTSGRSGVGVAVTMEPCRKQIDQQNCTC
RTF Ca sens inh: cardiac RTF calcium desensitization. P19429+P45379. IANBD-labeled cardiac RTF, Ca2+ fluorescence. inhibition, % at 7.15 µM. 340,000 compounds, 0.12% hits. AID 493244;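 active = inhibition above the mean inhibition of all tested compounds plus 3 SD, cut at about 17% in these data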;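 note: assay run at fixed EC70 calcium of 1.6 mM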
The depositor's hits bear a star; · = not tested or not shown.

SMILES	HTR5A ag ctr	MOR-DOR inv ag	OPRM1-OPRD1 ag	cardiac RTF act	CAL PDZ FP	V-ATPase pH	HTR5A inv ag	LANA DNA inh	Keap1-Nrf2 PPI	RTF Ca sens inh
Cc1ccccc1C(OCCN(C)C)C1CCCCC1 (configuration not stated)	-2	1	-0.2	9	-2	3	9	0.0	-7	-13
O=S(=O)(Nc1ccc(-c2ccc3nncn3n2)cc1)c1cccc(F)c1	-2	13	-2.5	2	-4	-1	5	1.3	-3	-15
CC(=O)NC(CC(=O)OCC(=O)Nc1ccc2c(c1)OCO2)c1ccccc1 (configuration not stated)	3	15	-2.9	0	9	0	3	-0.8	2	-4
CCN(Cc1ccncc1)C(=O)c1cc(COc2ccc(OC)cc2Cl)on1	-3	11	-1.6	-1	-4	4	-2	-0.3	0	-4
O=C(NNC(=O)c1ccccc1-c1ccccc1C(=O)O)c1ccccc1	-2	7	-1.4	3	4	-1	5	0.1	-3	-4
COc1ccc(NC(=O)NS(=O)(=O)c2ccc(C)cc2)c(OC)c1	-4	12	-2.0	4	0	-3	-14	-1.1	-6	-3
O=C(NC(CC1CCCCC1)C(=O)O)c1ccccc1 (configuration not stated)	-2	4	-0.6	-4	-1	-5	6	-0.8	-1	-15
Cc1ccc(Cn2c(=N)c(C(=O)NCC3CCCO3)cc3c(=O)n4cccc(C)c4nc32)cc1 (configuration not stated)	-8	25	-5.0	0	-5	-3	4	2.0	-1	3
Cc1ccc(NS(=O)(=O)c2cc(C(=O)N3CCN(C)CC3)ccc2C)cc1C	-3	3	-0.5	11	-6	1	8	-0.8	-3	-5
Cc1ccc(C(=O)/C=C/N(C)C)o1	-2	4	-0.8	5	-1	0	6	1.5	0	-9
CCCCN(CCCC)c1nc2ccccc2nc1C(C#N)C(=O)NCCCOC (configuration not stated)	7	16	-2.8	15	-2	-14	-2	-55	-45	-21
CCn1c(O)c2ccc(C(=O)N=NC(=O)c3cccnc3)cc2c1O	3	9	-1.6	-2	-1	1	-1	-1.3	0	-6
N#C/C(=C\c1ccc(OCc2ccc(C(=O)O)cc2)cc1)C(=O)N1CCOCC1	-1	20	-3.9	-8	-8	3	1	2.3	-1	9
CCN1C/C(=N\S(=O)(=O)/N=C2\CN(CC)C(=O)N2CC)N(CC)C1=O	-2	11	-2.1	2	-2	0	-17	-0.6	-3	-3
Cn1c(C(=O)NC2CC2)cc(=O)n(C)c1=O	-1	3	-0.4	0	-5	6	4	-0.3	1	-16
O=C(CN1CCOc2ccccc21)NCc1ccc(F)cc1	-4	12	-2.3	2	·	-1	10	-0.5	-1	-4
O=C1C2CCCN2C(=O)N1CCN1CCN(c2cccc(C(F)(F)F)c2)CC1 (configuration not stated)	-3	8	-1.5	4	-1	3	16	0.7	-6	-15
COc1cccc(CNCc2ccccc2Br)c1OC	-6	1	-0.2	2	·	-5	36*	3.2	0	0
CCc1ccc2nc(SCC(=O)NCC3CCCO3)c(C#N)cc2c1 (configuration not stated)	3	12	-2.1	0	2	0	-7	-1.2	-3	-6
Cc1cc(C)n2ncc(C(=O)NC3CCCCC3)c2n1	6	8	-1.2	-3	2	-1	-17	0.2	-4	-3
O=C(O)CCCC(=O)Nc1ccc(Cl)cc1	1	2	-0.4	4	12	4	-2	-0.5	3	2
CCN1C(=O)N(CC)C(O)(c2ccccc2)C1(O)c1ccccc1 (configuration not stated)	2	6	-1.5	-4	-2	9	11	-0.7	2	-9
Cc1ccc(N2C(=O)c3sc4nnc(C)c(=O)n4c3C2=O)cc1	-1	15	-2.7	2	-3	-1	-1	1.3	2	-8
CCc1ccc(OCC(=O)O/N=C(\N)c2ccncc2)c(Br)c1	3	9	-1.6	-7	-4	1	7	1.9	2	0
COC(=O)c1sccc1NC(=O)Nc1ccc(C(C)=O)cc1	4	9	-1.7	-9	-7	2	8	-0.4	-1	-2
CC1CC(C)CN(c2nc3c(c(=O)n(C)c(=O)n3C)n2C)C1 (configuration not stated)	5	13	-2.2	2	-3	1	-32	0.3	-4	5
CCOC(=O)c1cccc(Nc2nc(C)cc(C)n2)c1	-1	-9	1.5	6	-3	2	2	-1.2	-8	-4
CC1CN(CC(=O)Nc2ccc(S(N)(=O)=O)cc2)CC(C)O1 (configuration not stated)	-3	4	-0.9	-4	1	-1	11	1.7	1	1
Nc1nc(N)nc(-c2cc([N+](=O)[O-])ccc2O)n1	0	11	-1.9	-4	-2	1	-29	0.1	0	1
CN(c1ccccc1)S(=O)(=O)c1cccc(NC(=O)CSc2ncc(C(F)(F)F)cc2Cl)c1	-2	-11	2.1	15	-3	4	5	-0.6	3	1
Cc1ccc2nc(NC(=O)COC(=O)c3ccc(Br)o3)sc2c1	6	-18	3.2	-1	-4	0	-15	-0.1	0	-3
O=c1[nH]c2cccnc2n1Cc1ccco1	0	7	-1.3	-1	-2	-2	-4	-2.0	-1	-3
Cc1ccc(-n2nnnc2SCC(=O)Nc2nc(-c3ccc(F)cc3)cs2)cc1C	15	-33	5.8	1	-3	1	-41	-0.6	3	-9
Cn1nnc2cc(C(=O)Nc3cccnc3)ccc21	3	10	-1.8	5	-6	2	13	-1.0	-3	-6
O=C(N/N=C/c1ccc2c(c1)OCO2)c1sc2cccc(Cl)c2c1Cl	-6	5	-1.1	-5	3	-6	13	1.3	-3	1
c1ccc(-c2cnnc(-c3ccccn3)n2)cc1	-1	13	-2.2	7	-5	3	2	2.6	2	-1
CSc1sc(C(=O)NNC(=O)c2ccc(Cl)cc2)c2c1C=CCC2	3	8	-1.6	2	·	-2	-10	-0.9	-6	-8
COc1ccc(CC(=O)NC(CC(=O)O)c2ccc(OC)cc2)cc1 (configuration not stated)	2	-11	1.9	9	-3	8	-5	-1.1	-1	-8
COCCn1nnnc1C(C(C)C)N1CCSCC1 (configuration not stated)	0	13	-2.5	2	·	0	8	-1.6	1	3
COc1cccc(C(=O)Nc2ccccc2C(=O)NC2CC2)c1	5	-9	2.2	11	-8	4	-13	-0.6	-7	-5
Cc1cccc(N(C(=O)CCC(=O)Nc2cccnc2)C(C(=O)NC2CCCC2)c2ccncc2)c1 (configuration not stated)	2	3	-0.6	11	0	1	-8	0.5	-2	-8
CC1=C(/C=C/C(C)=N\NC(=O)c2ccncc2)C(C)(C)CCC1	0	14	-2.9	3	-1	1	6	2.0	0	3
COc1cc(CN(CCN(C)C)Cc2ccccc2)ccc1OCc1ccccc1	-5	1	-0.3	2	·	0	-2	1.2	-2	-7
Cc1ccc(C2(c3ccccc3)NC(=O)N(CC(=O)NC3(C#N)CCCC3)C2=O)cc1C (configuration not stated)	-1	4	-1.1	-5	-3	-1	-11	0.2	-6	-7
CN(CCOc1ccc(Cl)cc1)C(=O)c1cccc(S(=O)(=O)N2CCN(Cc3ccccc3)CC2)c1	5	1	-0.3	2	5	3	-5	-0.2	-7	-1
COc1ccc2c(c1)OC[C@H]1[C@H]2N2C(=O)c3ccc(C)cc3NC(=O)[C@@]2(C)[C@H]1c1ccccc1	-4	4	-0.8	-2	-4	1	11	-1.9	-8	-6
O=C(CCc1nnc(Cc2cccc(C(F)(F)F)c2)o1)NCC(F)(F)F	4	5	-0.7	-2	-1	1	5	0.9	2	3
COc1ccc(Cc2nnc(NC(=O)c3ccc(OC(C)=O)cc3)s2)cc1OC	0	1	-0.1	2	·	8	-5	0.6	0	-3
Cc1ccc(S(=O)(=O)CC(c2ccccc2)N2CCOCC2)cc1 (configuration not stated)	11	7	-1.1	-3	-1	-3	-9	-3.6	1	-1
O=C(O)CCC(=O)N1N=C(c2ccco2)CC1c1ccco1 (configuration not stated)	3	8	-1.6	-2	0	3	-11	-5.0	-5	-3

One compound at a time, as listed above. Values in the order: HTR5A ag ctr	MOR-DOR inv ag	OPRM1-OPRD1 ag	cardiac RTF act	CAL PDZ FP	V-ATPase pH	HTR5A inv ag	LANA DNA inh	Keap1-Nrf2 PPI	RTF Ca sens inh
Shown for O=C(O)CCC(=O)N1N=C(c2ccco2)CC1c1ccco1 (configuration not stated) : 3	8	-1.6	-2	0	3	-11	-5.0	-5	-3
Shown for COc1ccc(Cc2nnc(NC(=O)c3ccc(OC(C)=O)cc3)s2)cc1OC : 0	1	-0.1	2	·	8	-5	0.6	0	-3
Shown for Cc1cccc(N(C(=O)CCC(=O)Nc2cccnc2)C(C(=O)NC2CCCC2)c2ccncc2)c1 (configuration not stated) : 2	3	-0.6	11	0	1	-8	0.5	-2	-8

The list goes on.
SMILES	HTR5A ag ctr	MOR-DOR inv ag	OPRM1-OPRD1 ag	cardiac RTF act	CAL PDZ FP	V-ATPase pH	HTR5A inv ag	LANA DNA inh	Keap1-Nrf2 PPI	RTF Ca sens inh
CCc1ccc[n+](-c2[nH]c(=O)sc2/C=N/N=C(\[O-])c2cccnc2)c1	0	4	-0.7	1	4	-2	-7	3.9	1	-9
O=C(Nc1cccc2c1CCCC2)c1ccco1	4	-3	0.6	-5	·	-1	-9	-0.8	-4	-10
CN(CC(=O)Nc1ccccc1Cl)C(=O)c1ccc(N2C(=O)CCC2=O)cc1	-7	8	-1.2	-7	7	3	18	-1.3	-1	-5
Cc1cccc(-n2nnc3c(=O)n(CC(=O)Nc4cc(C)on4)cnc32)c1	1	5	-1.0	1	2	-5	16	-0.8	0	-3
CCCCN(C(=O)c1ccc2c(c1)OCO2)c1c(N)n(CC(C)C)c(=O)[nH]c1=O	-2	16	-3.9	1	-1	-3	4	1.8	-2	-3
Cc1cccc(NC(=O)C2CCCN(C(=O)NC3CCCCC3)C2)c1C (configuration not stated)	-2	15	-3.2	-1	0	-1	3	1.0	3	-2
CC1CCC(NC(=O)c2ccc(S(C)(=O)=O)cc2)CC1 (configuration not stated)	-3	16	-3.2	-2	0	-4	7	0.7	3	-2
CCOC(=O)N1CCN(S(=O)(=O)c2ccc(C(=O)NNc3nc4c(C)cccc4s3)cc2)CC1	-4	-9	1.5	11	0	8	-11	-0.7	-2	-6
COC(=O)c1ccc(NC(=O)CN(C2CCCCC2)S(C)(=O)=O)cc1	1	3	-0.6	1	-5	1	18	1.1	1	-1
OCCNC(=S)Nc1ccc(Cl)c(Cl)c1	1	5	-1.0	3	-4	0	13	1.0	-1	1
O=C(COC(=O)c1ccccc1F)NC1CCCC1	2	20	-4.2	-5	-4	4	-8	-6.6	-3	6
CCOC(=O)c1sc(N)c(C#N)c1CSc1nnc(C2CCCCC2)n1N	3	11	-2.0	4	-4	-1	-21	1.3	-3	-17
Cn1nccc1NC(=O)COCC(=O)O	-5	12	-2.4	-9	-4	3	17	-0.4	0	-9
COc1ccc(-c2cc(C(=O)NC(C(=O)O)C(C)C)c(C)o2)cc1OC (configuration not stated)	5	2	-0.3	-3	1	0	-13	0.2	-1	-10
COc1cc(Br)c(CC(=O)NC2CC2)cc1OC	1	15	-2.8	1	-4	-1	-3	0.2	2	7
O=C(CCNS(=O)(=O)c1ccc(Cl)cc1)N1CCN(c2ccccn2)CC1	1	-7	1.0	-3	1	-4	5	-0.4	-5	7
O=C(CCc1nc(-c2cccs2)no1)Nc1cnc2ccccc2c1	3	1	-0.2	2	-1	-2	-21	-0.4	-3	10
O=C(NC(=S)Nc1ccc(N2CCN(C(=O)c3ccccc3)CC2)cc1)c1cccs1	-1	12	-2.5	1	0	0	19	3.3	3	-6
COc1ccccc1N1CCN(C(=O)CN(Cc2ccc(Cl)cc2)S(C)(=O)=O)CC1	3	16	-2.8	-22	-2	-1	11	-1.0	1	6
